High-throughput results deposited in PubChem by National Center for Advancing Translational Sciences (NCATS).
LMNA splice mod: modulators of lamin A splicing; 200,000 tested, 0.01% active; HeLa LMNA splicing GFP/RFP minigene ratio, 48 h; Potency, µM (doses to about 46.1 µM), for the others: at the top dose ratio change, negative = inhibition, actives largely listed as inhibitors; active = well fitted inhibition curve with a large enough effect in the signal ratio, with a control signal flat, not every such curve was filed as active; inconclusive = small, poorly fitted or top-dose-only effect, or effect the other way, or a change in a side signal; the % refers to the signal ratio; also: potency is read from the fitted curve at half-maximal effect; % is scaled to controls: 0 for no effect and ±100 for the full control effect
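S3 HeLa stable clones carrying a lamin A-EGFP splicing minigene plus DsRed2 were seeded at 600 cells/well in Opti-MEM with 2% FBS, pin-dosed and incubated 48 h at 37°C. Acumen cytometry (488 nm) gave the GFP/RFP total-intensity ratio.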
KinaseGlo FLuc: Kinase-Glo luciferase inhibition (counter-screen). 200,000 tested, 0.28% active. Potency, µM (titrated, usually from 38.3 µM), for the others: at the top dose activity change, negative = inhibition, usual class: inhibitors. Kinase-Glo luciferase, ATP luminescence, 8 min. Q27757. AID 1379; also: potency is read from the fitted curve at half-maximal effect; % is scaled to controls: 0 for no effect and ±100 for the full control effect; nearly all actives have a fitted effect of over 60% in size
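Inhibition of Kinase-Glo luciferase light generation was assessed at 10 uM ATP in pH 7.2 imidazole buffer, with luminescence measured after eight minutes at ambient temperature.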
IMPase Li cell: IMPase inhibition in cells with lithium potentiation | 210,000 tested, 0.35% active | CHO-M1 cells, IP1 TR-FRET (IP-One), carbachol + lithium | Potency, µM (top dose mostly 59.4 µM), for the others: at the top dose activity, negative = IMPase inhibition, most hits filed as inhibitors | AID 1457;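 also: IP1 builds up when IMPase is blocked and the TR-FRET signal falls; potency is read from the fitted curve at half-maximal effect; plate controls were basal vehicle for no effect and high inhibitor control for full effect; nearly all actives have a fitted effect of over 50% in size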
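CHO-M1, 2000 cells/well, 16–30 h culture; cpd + low Li+, 30 min 37C; lysis with d2-IP1/Eu-anti-IP1 Ab, 10 min RT; TR-FRET 665/620 ratio and 620 channel; AC50 via Hill.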
HTT aggregate: mutant huntingtin aggregation inhibition | PC12 HttQ103-GFP aggregates, Acumen cytometry, 40 h | Potency, µM (doses to about 46.1 µM), for the others: at the highest dose activity change, negative = inhibition, hits mostly inhibitors | 220,000 tested, 1.1% active | AID 1688; also: potency is read from the fitted curve at half-maximal effect; % is scaled to controls: 0 for no effect and ±100 for the full control effect; nearly all actives have a fitted effect of over 60% in size
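Quantitative HTS on tebufenozide-induced (100 nM) PC12 cells stably expressing polyQ103 Huntingtin exon 1–GFP. Reduction of bright GFP aggregates, detected by laser scanning cytometry after lysis, identified actives across the titration.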
Epigenetic derep: epigenetic control regulation, reporter derepression. murine LDR cells, GFP reporter derepression, 30 h. Potency, µM (doses to about 53.9 µM), without a hit: at the highest dose GFP activation, most hits filed as activators. 280,000 tested, 0.2% active; also: potency is read from the fitted curve at half-maximal effect; % of control where 0% means no effect; nearly all actives have a fitted effect of over 60% in size
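GFP-positive cell count by laser-scanning cytometry (objects 20–120 um) after 30 h, 37 C compound exposure of murine LDR cells; reporter is CMV-GFP integrated at a silenced locus, inducible by HDAC or DNMT inhibitors.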
NPSR antag: antagonists of human neuropeptide S receptor cAMP signaling | Potency, µM (titrated, usually from 38.3 µM), inactives show top-dose activity change, negative = inhibition, hits mostly inhibitors | CHO-NPSR cells, cAMP TR-FRET, antagonist mode | 220,000 tested, 1% active | AID 1461; also: potency is read from the fitted curve at half-maximal effect; % is scaled to controls: 0 for no effect and ±100 for the full control effect; nearly all actives have a fitted effect of over 50% in size; many of its hits are not listed in these tables
Target sequence (Q6W5P4 whole entry, looked up): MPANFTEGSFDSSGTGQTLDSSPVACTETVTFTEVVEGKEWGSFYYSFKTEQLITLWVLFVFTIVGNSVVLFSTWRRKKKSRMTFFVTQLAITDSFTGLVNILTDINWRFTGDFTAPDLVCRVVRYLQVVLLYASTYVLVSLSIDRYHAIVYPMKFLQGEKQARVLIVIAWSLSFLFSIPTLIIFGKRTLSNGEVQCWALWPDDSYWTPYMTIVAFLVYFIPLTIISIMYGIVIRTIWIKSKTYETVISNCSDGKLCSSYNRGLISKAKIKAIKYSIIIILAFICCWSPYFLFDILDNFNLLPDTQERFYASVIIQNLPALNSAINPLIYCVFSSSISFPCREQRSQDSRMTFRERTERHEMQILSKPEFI
CBFb-RUNX1 inh: CBF-beta/RUNX1 interaction disruption | 230,000 tested, under 10 active | Potency, µM (series often up to 59.8 µM), for the others: at the top dose activity, negative = inhibition, usual class: inhibitors | AID 1477 | AlphaScreen CBFb-His/RUNX1-biotin binding, biochemical; also: % of control where 0% means no effect
Target sequence (Q01196 whole entry, looked up): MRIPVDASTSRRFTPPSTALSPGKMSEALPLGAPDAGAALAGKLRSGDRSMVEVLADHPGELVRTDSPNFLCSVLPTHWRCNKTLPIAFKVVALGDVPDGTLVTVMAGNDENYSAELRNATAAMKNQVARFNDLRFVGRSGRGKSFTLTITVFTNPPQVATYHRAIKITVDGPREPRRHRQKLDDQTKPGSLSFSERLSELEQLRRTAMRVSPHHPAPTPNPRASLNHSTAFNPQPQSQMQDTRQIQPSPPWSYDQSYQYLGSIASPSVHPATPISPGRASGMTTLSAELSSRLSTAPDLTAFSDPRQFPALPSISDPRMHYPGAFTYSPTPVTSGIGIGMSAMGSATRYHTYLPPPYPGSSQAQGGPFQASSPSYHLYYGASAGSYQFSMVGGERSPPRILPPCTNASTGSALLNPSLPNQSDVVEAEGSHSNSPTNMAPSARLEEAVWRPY
Target sequence (Q13951 whole entry, looked up): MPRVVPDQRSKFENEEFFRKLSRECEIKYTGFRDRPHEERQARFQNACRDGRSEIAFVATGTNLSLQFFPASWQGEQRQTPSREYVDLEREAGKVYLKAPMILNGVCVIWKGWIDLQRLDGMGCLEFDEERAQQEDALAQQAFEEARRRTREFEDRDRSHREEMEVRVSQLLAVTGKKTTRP
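Bead-based AlphaScreen assay; binding partners His-tagged CBF-beta and biotinylated RUNX1 at 30 nM each. Compound exposure 15 min after a 20-min protein preincubation; bead step 90 min; all steps at room temperature.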
Active calls of the source: *; [ ] = another dose, or the depositor's remark. Unless noted, calls follow the shape of the dose curve; as a rule, active = well fitted curve in the direction sought with a large enough effect; inconclusive = small, poorly fitted or top-dose-only effect, or another doubt; inactive = no such curve, though single readings can be large; an effect the other way counts as inactive or inconclusive. The list is partial; rates above refer to the full screens.

Results for CC(C)N1CCC(N2CCN(Cc3ccc(-c4ccccc4Cl)o3)CC2CCO)CC1 (configuration not stated) ?
LMNA splice mod: -5%[46 µM]; KinaseGlo FLuc: -1%; IMPase Li cell: 5%; HTT aggregate: -11%[9.22 µM]; Epigenetic derep: -0.1%; NPSR antag: -1%; CBFb-RUNX1 inh: 0%

Results for COC(=O)CSC1=C(C#N)C(c2ccc(C(C)C)cc2)CC(=O)N1 (configuration not stated) ?
LMNA splice mod: -1%; KinaseGlo FLuc: -2%; IMPase Li cell: -6%[38.3 µM]; HTT aggregate: -10%; Epigenetic derep: 0.9%; NPSR antag: -12%[46.1 µM]; CBFb-RUNX1 inh: -2%

How did COC(=O)c1c(C)noc1-c1cc(C)on1 do in these assays?
LMNA splice mod: 5%; KinaseGlo FLuc: -5%; IMPase Li cell: 16%[38.3 µM]; HTT aggregate: inconclusive; Epigenetic derep: -1.1%; NPSR antag: 1%[46.1 µM]; CBFb-RUNX1 inh: 3%

How did CC(C)(C)c1ccc(COn2ccnc2)cc1 do in these assays?
KinaseGlo FLuc: -2%; IMPase Li cell: 1%; HTT aggregate: -12%[9.22 µM]; Epigenetic derep: 1.7%[10.1 µM]; NPSR antag: -11%; CBFb-RUNX1 inh: -4%

How did Cc1cccc(C(=O)N(Cc2nc3ccccc3c(=O)[nH]2)C2CCCC2)c1 do in these assays?
LMNA splice mod: 26%[46 µM]; KinaseGlo FLuc: -2%; IMPase Li cell: 10%; HTT aggregate: 1%[9.22 µM]; Epigenetic derep: -5.6%; NPSR antag: 29%; CBFb-RUNX1 inh: 1%

Results for COc1ccc(S(=O)(=O)NNC(=O)c2csc(-n3nc(C)cc3C(F)(F)F)n2)cc1 ?
LMNA splice mod: -11%; KinaseGlo FLuc: -5%; IMPase Li cell: 21%[38.3 µM]; HTT aggregate: 9%; Epigenetic derep: -6.2%; NPSR antag: -14%[46.1 µM]; CBFb-RUNX1 inh: 1%

How did Cc1ccc2cccc(OCc3nnc(SCC(=O)O)n3C)c2n1 do in these assays?
LMNA splice mod: 21%[46 µM]; KinaseGlo FLuc: -2%; IMPase Li cell: -3%; HTT aggregate: inconclusive; Epigenetic derep: -1.8%; NPSR antag: 11%; CBFb-RUNX1 inh: 13%

What do the screens show for `COc1cc(OC)c(Cl)cc1N`?
LMNA splice mod: -1%; KinaseGlo FLuc: 1%; IMPase Li cell: -2%[38.3 µM]; HTT aggregate: -10%; Epigenetic derep: -2.9%; NPSR antag: -20%[46.1 µM]; CBFb-RUNX1 inh: 0%

What do the screens show for `CCn1c(Cc2cccs2)nnc1SCC(=O)c1ccc(C)cc1`?
LMNA splice mod: -7%; KinaseGlo FLuc: 0%; IMPase Li cell: 36%[activator][38.3 µM]; HTT aggregate: -11%; Epigenetic derep: -0.7%; NPSR antag: -9%[46.1 µM]; CBFb-RUNX1 inh: 0%

What do the screens show for `CC1(C)NC(=O)N(CC(O)CN2CCOCC2)C1=O` (configuration not stated)?
LMNA splice mod: -5%; KinaseGlo FLuc: -2%; IMPase Li cell: 11%[38.3 µM]; HTT aggregate: -10%; Epigenetic derep: -1.0%; NPSR antag: 1%[46.1 µM]; CBFb-RUNX1 inh: 4%

Results for Cc1ccc(-n2[nH]c(C)c(/C=C3/C=Nc4ccccc43)c2=O)cc1C ?
LMNA splice mod: -1%; KinaseGlo FLuc: -1%; IMPase Li cell: 2%; HTT aggregate: 6%; Epigenetic derep: -3.5%; NPSR antag: -17%[46.1 µM]; CBFb-RUNX1 inh: -4%

How did O=C(O)c1cnn2c1NC(c1ccc(F)cc1)CC2C(F)(F)F (configuration not stated) do in these assays?
LMNA splice mod: -6%; KinaseGlo FLuc: 5%; IMPase Li cell: -1%; HTT aggregate: 15%; Epigenetic derep: 0.8%; NPSR antag: -4%[46.1 µM]; CBFb-RUNX1 inh: 8%

How did O=C(Nc1ccc(Cl)c(Cl)c1)Nc1nccs1 do in these assays?
HTT aggregate: -41%[9.22 µM]; Epigenetic derep: 0.0%; NPSR antag: -8%; CBFb-RUNX1 inh: 10%

What do the screens show for `Cc1cc(C)n(CC(O)CN(c2ccccc2)S(=O)(=O)c2ccccc2)n1` (configuration not stated)?
LMNA splice mod: 6%[0.0737 µM]; KinaseGlo FLuc: -1%; IMPase Li cell: 5%[38.3 µM]; HTT aggregate: 17%; Epigenetic derep: 0.9%; NPSR antag: -9%[46.1 µM]; CBFb-RUNX1 inh: 4%

How did CC(C)CCN1CCN(CC(c2ccccc2)c2ccccc2)CC1CCO (configuration not stated) do in these assays?
KinaseGlo FLuc: -3%; IMPase Li cell: 39%[activator]; HTT aggregate: -14%[9.22 µM]; Epigenetic derep: 1.1%; NPSR antag: 15%; CBFb-RUNX1 inh: 3%

The final two entries of the part above come first, to join the parts.
What do the screens show for `Cc1cc(C)n(CC(O)CN(c2ccccc2)S(=O)(=O)c2ccccc2)n1` (configuration not stated)?
LMNA splice mod: 6%[0.0737 µM]; KinaseGlo FLuc: -1%; IMPase Li cell: 5%[38.3 µM]; HTT aggregate: 17%; Epigenetic derep: 0.9%; NPSR antag: -9%[46.1 µM]; CBFb-RUNX1 inh: 4%

How did CC(C)CCN1CCN(CC(c2ccccc2)c2ccccc2)CC1CCO (configuration not stated) do in these assays?
KinaseGlo FLuc: -3%; IMPase Li cell: 39%[activator]; HTT aggregate: -14%[9.22 µM]; Epigenetic derep: 1.1%; NPSR antag: 15%; CBFb-RUNX1 inh: 3%

What do the screens show for `Cc1ccc(S(=O)(=O)c2c(C)nn(C(C)(C)C)c2OC(=O)C(C)C)cc1`?
KinaseGlo FLuc: -2%; IMPase Li cell: 8%; HTT aggregate: -27%; Epigenetic derep: 1.3%; NPSR antag: -49%; CBFb-RUNX1 inh: 5%

Results for C/C=C(\C)C(=O)O[C@H]1CC(C)=C2C(=O)C=C(C)C2[C@@H]2OC(=O)[C@@](C)(OC(=O)C=C(C)C)C21 (some centres not stated) ?
KinaseGlo FLuc: -12%; IMPase Li cell: -1%; Epigenetic derep: -1.1%; CBFb-RUNX1 inh: 0%

What do the screens show for `O=C1c2ccccc2C(=O)N1CCc1nc(-c2ccncc2)no1`?
LMNA splice mod: 1%; KinaseGlo FLuc: -1%; IMPase Li cell: -2%[38.3 µM]; HTT aggregate: 5%; Epigenetic derep: 4.4%; NPSR antag: -2%[46.1 µM]; CBFb-RUNX1 inh: -1%

Results for COc1ccc(OC)c(CCNC(=O)CN2C(=O)CC(C)(C)S(=O)(=O)c3ccccc32)c1 ?
LMNA splice mod: -3%; KinaseGlo FLuc: 3%; IMPase Li cell: -1%[38.3 µM]; HTT aggregate: 1%; Epigenetic derep: -4.1%; NPSR antag: 6%[46.1 µM]; CBFb-RUNX1 inh: 2%

What do the screens show for `Cc1ccc(NC(=O)C2CCCN2C(=O)Oc2ccccc2)c(C)c1` (configuration not stated)?
KinaseGlo FLuc: 2%; IMPase Li cell: 2%; HTT aggregate: 21%[9.22 µM]; Epigenetic derep: -2.2%; NPSR antag: -19%; CBFb-RUNX1 inh: 4%

What do the screens show for `O=C1Nc2ccccc2C(O)(C(=O)N2CCCCC2)N1c1ccccc1` (configuration not stated)?
LMNA splice mod: 3%; KinaseGlo FLuc: 0%; IMPase Li cell: 2%[38.3 µM]; HTT aggregate: 12%; Epigenetic derep: 1.6%; NPSR antag: -6%[46.1 µM]; CBFb-RUNX1 inh: -6%

How did Cc1ncc([N+](=O)[O-])n1Cc1ccccc1 do in these assays?
LMNA splice mod: -9%; KinaseGlo FLuc: 2%; IMPase Li cell: -2%; HTT aggregate: -12%; Epigenetic derep: 0.0%; NPSR antag: 5%; CBFb-RUNX1 inh: -2%

What do the screens show for `O=C(NCCN1C(=O)S/C(=C\c2ccc(F)cc2)C1=O)c1cccc(S(=O)(=O)N2CCOCC2)c1`?
LMNA splice mod: inconclusive; KinaseGlo FLuc: -2%; IMPase Li cell: 21%; HTT aggregate: -10%; Epigenetic derep: 0.0%; NPSR antag: 2%; CBFb-RUNX1 inh: 16%

Results for CN(C(=O)c1cnc(N2CCN(c3ncccn3)CC2)c2ccccc12)c1ccc(Cl)cc1 ?
LMNA splice mod: inconclusive; KinaseGlo FLuc: -2%; IMPase Li cell: 13%[38.3 µM]; HTT aggregate: -5%; Epigenetic derep: -0.7%; NPSR antag: -5%[46.1 µM]; CBFb-RUNX1 inh: 4%

Results for COc1ccc2c(c1OC)C(=O)OC2 ?
LMNA splice mod: inconclusive; KinaseGlo FLuc: 4%; HTT aggregate: 17%; Epigenetic derep: -2.6%; NPSR antag: -13%; CBFb-RUNX1 inh: 26%

Results for c1ccc2sc(NC3=NCN(C4CCCCCC4)CN3)nc2c1 ?
LMNA splice mod: 3%; KinaseGlo FLuc: 1%; IMPase Li cell: 7%[38.3 µM]; HTT aggregate: -9%; Epigenetic derep: 0.0%; NPSR antag: 4%[46.1 µM]; CBFb-RUNX1 inh: 1%

What do the screens show for `CCOC1(C)OCC(=O)[C@]2(CCC3C4CCC5=CC(=O)C=CC5(C)C4C(=O)CC32C)O1` (some centres not stated)?
LMNA splice mod: 7%; KinaseGlo FLuc: -1%; IMPase Li cell: -4%; HTT aggregate: -6%; Epigenetic derep: -2.0%; NPSR antag: -12%; CBFb-RUNX1 inh: 11%

How did NC(CSCc1ccccc1Cl)C(=O)O (configuration not stated) do in these assays?
KinaseGlo FLuc: -1%; IMPase Li cell: 4%; HTT aggregate: -5%; Epigenetic derep: 0.0%; NPSR antag: -6%; CBFb-RUNX1 inh: 5%

Results for Cc1ccc(N(CC(=O)NCCSc2ccccn2)S(C)(=O)=O)cc1 ?
LMNA splice mod: inconclusive; KinaseGlo FLuc: -1%; IMPase Li cell: 20%; HTT aggregate: 3%[9.22 µM]; Epigenetic derep: 0.0%; NPSR antag: -6%; CBFb-RUNX1 inh: -1%

How did O=C1N=C(N2CCN(c3ccccc3)CC2)SC1Cc1ccccc1 (configuration not stated) do in these assays?
LMNA splice mod: inconclusive; KinaseGlo FLuc: 1%; IMPase Li cell: 7%; HTT aggregate: 2%; Epigenetic derep: 1.1%; NPSR antag: 14%; CBFb-RUNX1 inh: -10%

What do the screens show for `CCn1c(-c2cccnc2Cl)nc2cc(C)c(C)cc21`?
LMNA splice mod: -6%[9.22 µM]; KinaseGlo FLuc: -1%; IMPase Li cell: 3%; HTT aggregate: 16%[9.22 µM]; Epigenetic derep: -0.6%[10.1 µM]; NPSR antag: 1%; CBFb-RUNX1 inh: 2%
